# TRPML3 agonist = human mucolipin-3 channel agonism. Q8TDD5. HEK293 TRPML3-YFP, Fluo-8 calcium fluorescence; 100% = the carbachol control signal. activation, % at 3 µM. 220,000 tested, 0.29% active;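 active = activation above its plate's cutoff, the mean activation of the plate's test wells plus 3 SD, cut at about 12% in these data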;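 also: 0% = DMSO only wells and 100% = carbachol wells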
#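 Test system – HEK293 line with stable expression of human TRPML3-YFP channel · Control set – carbachol 87 µM final as high control (100%), DMSO as low control (0%) · Signal – Fluo-8 calcium dye fluorescence, ex 470-495, em 515-575 nm · Incubation – 1-h 37 °C dye load, 5-s basal, 120-s post-compound reads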
# PPC-1+TRAIL kill = PPC-1 cancer cell killing with TRAIL present. PPC-1 cells + TRAIL, ATPLite viability luminescence. cell killing (% activity), % at 4 µM. 220,000 tested, 0.41% active;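 active = cell killing above 50% in the first pass at 4 µM, then a duplicate retest at 5 µM averaging 50% or more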;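 also: plate controls were cells with TRAIL plus DMSO for no effect and medium-only wells lacking cells for full effect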
# BaF3 tox = counter-screen for JAK2V617F inhibitors: parental Ba/F3 viability inhibitors; CellTiter-Glo ATP luminescence; inhibition, % at 5.6 µM; 220,000 tested, 1.1% active; AID 1486;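 active = inhibition above a per-campaign cutoff, the mean inhibition of all tested compounds plus 3 SD, cut at about 27% in these data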;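 also: 0% = DMSO wells and 100% = JAK Inhibitor I control wells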
# Wee1 stabilizer = blocks degradation of human Wee1 kinase | P30291 | HeLa Luc-Wee1K328M stability, luciferase luminescence; 100% = proteasome inhibitor MG132 effect | reporter increase, % at 5 µM | 220,000 tested, 1.2% active;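 active = activation above the mean of all tested compounds plus 3 SD, set per screening run, cut at about 8.8% in these data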;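 also: cells exposed to compound for 20 h before luminescence read; 0% = DMSO alone and 100% = MG132 at 30 µM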
# Target sequence (P30291 whole entry K328M): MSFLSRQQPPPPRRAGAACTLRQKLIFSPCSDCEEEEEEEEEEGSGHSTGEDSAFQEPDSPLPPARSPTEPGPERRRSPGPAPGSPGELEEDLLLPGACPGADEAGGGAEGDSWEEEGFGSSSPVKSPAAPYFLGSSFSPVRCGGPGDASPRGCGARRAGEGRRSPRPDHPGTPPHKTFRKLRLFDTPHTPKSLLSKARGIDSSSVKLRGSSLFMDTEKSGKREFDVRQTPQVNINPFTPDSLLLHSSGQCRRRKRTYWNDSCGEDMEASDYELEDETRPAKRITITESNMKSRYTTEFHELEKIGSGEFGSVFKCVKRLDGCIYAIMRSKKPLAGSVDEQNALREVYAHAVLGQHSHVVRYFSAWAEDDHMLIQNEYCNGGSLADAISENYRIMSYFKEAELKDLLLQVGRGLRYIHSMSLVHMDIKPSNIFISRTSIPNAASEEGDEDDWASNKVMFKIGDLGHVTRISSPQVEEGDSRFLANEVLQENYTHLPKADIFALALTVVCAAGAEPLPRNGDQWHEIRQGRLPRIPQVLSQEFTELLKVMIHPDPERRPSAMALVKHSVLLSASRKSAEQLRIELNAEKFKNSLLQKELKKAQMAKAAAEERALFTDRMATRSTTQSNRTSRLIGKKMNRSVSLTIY
# CHOP inh = inhibitors of CHOP induction in ER stress response | inhibition, % at 10 µM | CHO-K1 CHOP-promoter luciferase, tunicamycin-induced, 15-18 h | AID 2732 | 220,000 tested, 3.8% active;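 active = compounds that reduced the stress-induced luciferase reporter signal by more than about 70% of percent inhibition, limit read from the data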;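 also: 0% = tunicamycin plus vehicle and 100% = wells without tunicamycin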
# Ba/F3 V617F tox = reduce viability of Ba/F3 cells dependent on JAK2V617F; Ba/F3 EpoR-JAK2V617F viability, ATP luminescence; inhibition, % at 5.6 µM; 220,000 tested, 1.1% active;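 active = inhibition above the campaign mean plus 3 SD over all tested compounds, cut at about 24% in these data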;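 also: cytokine-independent growth of Ba/F3 cells driven by EpoR plus mutant JAK2; 0% = DMSO-treated cells and 100% = JAK inhibitor I control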
# TNF death inh = TNF-alpha cell death inhibition in Jurkat FADD-/- cells; Jurkat FADD-/- TNF necroptosis rescue, ATP luminescence, 24 h; 0 = TNF only, 100 = no-TNF cells; activation (protection from cell death), % at 10 µM; 220,000 tested, 0.068% active;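 active = activation, meaning protection from cell death, of at least 50% relative to plate controls; inactive = activation below 50%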;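 also: necroptosis triggered by 40 ng/mL TNF-alpha added together with compound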
# TRPN1 ag = activates the zebrafish TRPN1 channel | HEK293 zebrafish TRPN1-YFP, Fluo-8 calcium fluorescence; 100% = response to 87 µM carbachol | activation, % at 3 µM | 220,000 tested, 0.18% active;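 active = activation above its plate's cutoff, the mean activation of test wells on that plate plus 3 SD, cut at about 19% in these data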;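 also: 0% = DMSO alone and 100% = 87 µM carbachol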
#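 System: zebrafish TRPN1-YFP in HEK293 cells / Dosing: 3 µM single point / Timing: dye loading 1 h at 37 °C, then 30 min room temperature / Signal: Fluo-8 calcium fluorescence, excitation 470-495 nm, emission 515-575 nm / Read-out basis: percent activation from peak over basal fluorescence ratio, control-normalized / Control set: high carbachol 87 µM, low DMSO alone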
# RBBP9 inhibitor = inhibitors of human serine hydrolase RBBP9 | O75884 | recombinant RBBP9, FP-Rh probe fluorescence polarization | inhibition, % at 7.94 µM | 220,000 tested, 0.2% active;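 active = inhibition above the campaign mean of all tested compounds plus 3 SD, cut at about 14% in these data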;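 also: plate controls were DMSO wells with RBBP9 for no effect and wells lacking RBBP9 protein for full effect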
# Target sequence (O75884 whole entry, looked up): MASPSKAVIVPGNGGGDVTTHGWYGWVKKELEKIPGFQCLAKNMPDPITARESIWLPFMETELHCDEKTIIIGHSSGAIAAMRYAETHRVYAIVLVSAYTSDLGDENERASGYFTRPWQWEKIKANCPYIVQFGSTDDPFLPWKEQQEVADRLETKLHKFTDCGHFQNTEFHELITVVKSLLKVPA
#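 System: RBBP9 protein | Quantity: 2.5 µM RBBP9 dispensing solution, before mixing | Reagent: FP-Rh probe, 375 nM dispensing solution | Timing: Enzyme-compound preincubation 30 min, then probe labeling 45 min, 25 °C | Measured by: Fluorescence polarization | Read-out: % inhibition | Replication: One well per compound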
# * = called active by the depositor; . = not tested or not shown; [ ] = remark or other dose.
SMILES,TRPML3 agonist,PPC-1+TRAIL kill,BaF3 tox,Wee1 stabilizer,CHOP inh,Ba/F3 V617F tox,TNF death inh,TRPN1 ag,RBBP9 inhibitor
Cc1ccc(C(=O)NNC(=O)CCn2nnc3ccccc32)cc1,0.9,8,1,1,-7,-3,1.7,0.4,-1
O=C(O)/C(=C\c1cn(-c2ccccc2)nc1-c1ccc(Cl)cc1)NC(=O)c1ccccc1,-0.1,-6,-8,1,-32,-3,1.1,1.4,-4
COCCNC(=O)C(=O)NCC1OCCN1S(=O)(=O)c1cccs1 (configuration not stated),0.9,-17,-2,-1,6,2,-0.3,1.3,-8
O=C(c1ccc(Br)o1)N1CCN(c2ccc3nnc(-c4ccccc4)n3n2)CC1,-0.3,9,5,14*,-11,4,-7.9,0.1,-7
COc1ccc(-c2nnc(N)s2)cc1,0.7,23,4,2,-43,0,-0.7,1.9,-5
Cc1nc2sc(C(c3cccc(F)c3)N3CCCCC3)c(O)n2n1 (configuration not stated),-0.1,18,3,0,12,1,-1.3,-1.0,-8
N#Cc1c(-c2ccccc2)cc(-c2ccccc2)nc1SCc1nnc(-c2ccccc2)o1,0.8,-1,0,1,-18,-5,1.5,0.9,-4
CC(=O)c1ccc(N2CCN(C(=O)c3ccco3)CC2)c(F)c1,0.5,22,4,4,-14,-4,-0.9,-0.6,1
CC1(c2ccccc2)NC(=O)N(Cc2ccc([N+](=O)[O-])cc2)C1=O (configuration not stated),1.2,14,1,-1,2,-2,2.0,2.9,-2
CCCN(C(=O)COc1ccc(Cl)cc1Cl)c1c(N)n(Cc2ccccc2)c(=O)[nH]c1=O,-0.1,10,9,5,23,0,0.7,0.8,-7
O=C1NC(c2ccncc2)Nc2sc3c(c21)CCCC3 (configuration not stated),0.5,11,2,0,14,0,-4.6,-0.4,-3
Nc1no[n+]([O-])c1-c1ccccc1,0.0,4,-2,0,-3,-3,0.6,-0.4,-8
O=C(C1=C(O)C(=O)N(Cc2cccnc2)C1c1ccccn1)c1cccs1 (configuration not stated),0.9,35,5,-3,-6,-1,0.0,-0.9,-4
CCC(=O)c1ccc(N2CCN(C(=O)c3cc([N+](=O)[O-])ccc3F)CC2)c(F)c1,2.6,22,14,-3,7,2,0.0,2.1,-1
CC1CCN(c2nc(-c3ccccc3)cc(C(F)(F)F)n2)CC1,0.4,-4,2,-1,13,5,0.1,-0.3,-2
O=C(O/N=C1\C(=O)N(c2ccccc2)c2ccccc21)C1CC1,0.3,-3,7,-2,73*,0,-1.0,-0.6,-10
CCN1CC=C2C(C#N)=C(N)C(C#N)(C#N)[C@H](c3ccoc3)[C@H]2C1,1.9,8,1,1,23,-2,-0.8,3.4,0
COc1ccc(NC(=O)CC2CCCCC2)cc1OC,0.6,-12,7,2,-21,4,-0.5,-0.9,-4
COc1ccc(CCN2C(=O)c3[nH]nc(-c4ccccc4O)c3C2c2cccc(Cl)c2)cc1 (configuration not stated),0.0,2,7,0,104*,3,-6.9,-1.4,-26
CCN(CC)C(=O)Cn1nnc(-c2ccc(C)o2)n1,0.8,30,1,1,26,-1,-2.9,1.0,-3
CCOC(=O)c1ccccc1NC1c2ccccc2C(=O)N1c1cc(C)ccn1 (configuration not stated),-0.9,17,9,1,64,0,0.0,-0.7,-5
CCOC(=O)CN1C(=O)CCSc2ccc(Cl)cc21,0.0,5,3,2,24,-1,-1.6,-0.1,-2
COc1ccccc1NC(=O)Cn1c(=O)oc2ccccc21,-0.1,25,2,1,2,-2,-0.8,1.3,-6
Cn1c(C(=O)OC(C(=O)NC(C)(C)C)c2cccnc2)cc2sccc21 (configuration not stated),0.0,2,3,2,4,-3,2.2,0.7,-3
O=C(Nc1c(C(=O)O)oc2ccc(Br)cc12)c1ccccc1,0.7,0,7,13*,-9,-3,0.3,0.2,-14
O=C(N/N=C/c1cc(Br)cs1)c1ccc2c(c1)OCCO2,0.2,58*[5 µM],4,5,9,0,-9.5,1.5,3
CCOCCCNC(=O)c1cn(CC(C)C)c(=O)c2cc(OC)c(OC)cc12,-0.3,0,2,-2,0,0,2.0,0.3,-5
Cc1nn(-c2ccccc2)c(Cl)c1/C=N/NC(=O)c1ccccc1NS(=O)(=O)c1cccs1,0.6,-3,3,1,11,-2,1.2,1.0,-4
CCc1ccccc1NC(=O)CSc1nnc(-c2ccncc2)o1,0.7,-5,-1,1,0,3,-0.3,1.8,-3
COc1ccc(OCC(=O)NCCc2c[nH]c3ccccc23)cc1,-0.9,.,5,-1,14,-2,0.9,-2.6,-2
Cc1cccc(Nc2cc(C)c3c(O)cccc3n2)c1C,2.6,13,1,-1,49,-4,2.8,2.2,3
N#Cc1cnc(NN)nc1,0.4,28,4,-2,5,-8,1.5,0.9,1
Cc1cc(NC(=O)CN2CCCCCCC2)no1,-0.6,-11,-3,4,22,-2,9.4,0.1,-6
Cc1cccc([C@@H]2C[C@H]3CN(Cc4cccc(Cl)c4)C(=O)[C@]34CCCN24)n1,-0.3,6,3,-2,25,-3,-0.2,-2.9,0
COc1ccccc1-n1cnnc1SCC(=O)c1ccc[nH]1,0.3,19,4,-1,-14,4,-1.4,0.0,-9
CC1(C)Cc2c(c(N3CCOCC3)nc3sc(C(N)=O)c(N)c23)CO1,0.4,-2,-2,-2,-4,0,-8.9,2.8,1
CC(=O)c1c(C(C)=O)c(C)n(-c2ccc3ncccc3c2)c1C,0.2,-3,5,-2,-2,1,0.4,1.5,-7
CCN(CC)C(=O)Oc1ccc2c(=O)c(-c3ccc(OC)cc3)coc2c1,2.1,-2,3,0,16,2,0.9,2.4,-4
CCCCNC(=O)c1cc(-c2ccc(OC)c(OC)c2)on1,-0.1,13,5,-2,-18,5,0.5,0.4,-5
CCCc1cc(=O)oc2c(C)c(OCc3nn[nH]n3)ccc12,-0.1,11,3,-1,-2,-8,2.1,-1.3,3
CCOC(=O)c1c(C)[nH]c(N=Nc2cccc(OC)c2)c1C,0.5,-10,4,5,64,1,-1.5,-1.1,-4
Cc1cc(C)c[n+](-c2[nH]c(=O)sc2/C=N/N=C(\N)[S-])c1,0.2,0,5,-1,15,-1,-0.8,1.0,-4
N#CC(C#N)=c1ccc2c(c1)NC1(CCCCC1)N=2,-1.2,12,4,2,.,8,-15,-2.1,-4
COCCNC(=O)COC(=O)CSCc1nc2ccccc2s1,0.2,3,6,5,39,-3,-0.6,0.7,-7
CN(C)S(=O)(=O)c1ccc(NC(=O)COC(=O)CC2CC3CCC2C3)cc1 (configuration not stated),0.2,9,9,8,21,2,0.5,1.5,-7
Cn1cc(Cl)c(C(=O)Nc2nc3ccccc3s2)n1,0.2,18,11,2,15,9,-5.9,0.7,-8
CCOc1ccccc1NC(=O)CSc1nnc(Cc2cccn2C)n1-c1ccc(F)cc1,-0.2,13,-2,-3,22,-5,1.6,-0.3,-6
CC(NC(=O)Cc1cccs1)c1ccc2c(c1)OCO2 (configuration not stated),0.1,-8,4,-2,36,1,3.3,-1.7,5

# Arranged by number of heavy atoms (smallest number first): part of the list above.
SMILES,TRPML3 agonist,PPC-1+TRAIL kill,BaF3 tox,Wee1 stabilizer,CHOP inh,Ba/F3 V617F tox,TNF death inh,TRPN1 ag,RBBP9 inhibitor
Cn1cc(Cl)c(C(=O)Nc2nc3ccccc3s2)n1,0.2,18,11,2,15,9,-5.9,0.7,-8
COCCNC(=O)COC(=O)CSCc1nc2ccccc2s1,0.2,3,6,5,39,-3,-0.6,0.7,-7
CCOc1ccccc1NC(=O)CSc1nnc(Cc2cccn2C)n1-c1ccc(F)cc1,-0.2,13,-2,-3,22,-5,1.6,-0.3,-6

# Record cards, as listed above. Screens in order: TRPML3 agonist | PPC-1+TRAIL kill | BaF3 tox | Wee1 stabilizer | CHOP inh | Ba/F3 V617F tox | TNF death inh | TRPN1 ag | RBBP9 inhibitor
# Cn1cc(Cl)c(C(=O)Nc2nc3ccccc3s2)n1 as listed: 0.2 | 18 | 11 | 2 | 15 | 9 | -5.9 | 0.7 | -8
# CC(=O)c1c(C(C)=O)c(C)n(-c2ccc3ncccc3c2)c1C as listed: 0.2 | -3 | 5 | -2 | -2 | 1 | 0.4 | 1.5 | -7
# CCOc1ccccc1NC(=O)CSc1nnc(Cc2cccn2C)n1-c1ccc(F)cc1 as listed: -0.2 | 13 | -2 | -3 | 22 | -5 | 1.6 | -0.3 | -6
# CCCc1cc(=O)oc2c(C)c(OCc3nn[nH]n3)ccc12 as listed: -0.1 | 11 | 3 | -1 | -2 | -8 | 2.1 | -1.3 | 3
# CCOC(=O)c1c(C)[nH]c(N=Nc2cccc(OC)c2)c1C as listed: 0.5 | -10 | 4 | 5 | 64 | 1 | -1.5 | -1.1 | -4

# More structures:
SMILES,TRPML3 agonist,PPC-1+TRAIL kill,BaF3 tox,Wee1 stabilizer,CHOP inh,Ba/F3 V617F tox,TNF death inh,TRPN1 ag,RBBP9 inhibitor
CCCS(=O)(=O)N1CCCC(c2nc(-c3cccc(OC)c3)no2)C1 (configuration not stated),-1.4,10,2,3,-25,-3,-0.2,-0.6,-5
Cc1c(CNC2CCCC(C)C2C)c(C(=O)O)c(C)n1Cc1ccccc1 (configuration not stated),0.2,-1,4,-3,35,0,1.7,-0.3,-7
CCN=C1SC(CC(=O)Nc2ccc(N3CCOCC3)cc2)C(=O)N1CC (configuration not stated),0.3,-22,4,1,12,0,0.2,1.4,-7
NC(=O)c1c(NC(=O)CN2C(=O)NC(Cc3ccccc3)C2=O)sc2c1CCC2 (configuration not stated),0.4,6,0,0,22,2,1.9,0.4,-12
CCOc1ccc(-n2c(SCC(=O)N3CCc4ccccc43)nnc2-c2c[nH]c3ccccc23)cc1,1.0,6,5,1,-17,-1,-1.1,0.1,-10
